Assay outcomes: PubChem BioAssay, National Center for Advancing Translational Sciences (NCATS)
DRD3 agonist: agonists of human D3 dopamine receptor | P35462 | D3R DiscoveRx beta-arrestin cells, luminescence, 90 min | max activation, % | hit rate 0.58% among 410,000; in the data active means max activation above about 30%; further: 0% is about no effect; mostly tested at two doses, the higher about 12 µM
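Agonist mode: compounds and dopamine controls were applied to plated cells for 90 min at 37 degrees C after an overnight attachment at 1500 cells/well. Luminescent read-out followed 30 - 60 minutes at room temperature with DiscoveRx detection reagent.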
IL-2 act: IL-2 activation; IL-2 activation reporter assay, cell-based qHTS; stimulated with anti-CD3/CD4/CD28 beads; in transgenic mouse T cells; activation, % (series mostly up to about 46 µM); hit rate 0.065% among 360,000; in the data active means activation above about 50%; inconclusive means mostly about 30% to 49%; further: 0% is about no effect
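First, unstimulated transgenic mouse T cells were exposed to compound for 60 min. Next, anti-CD3/anti-CD4-coated beads with anti-CD28 were added. Finally, after 18 h at 37 degrees C, EGFP and DsRed were imaged.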
DRD3 antagonist: antagonists of human D3 dopamine receptor; P35462; D3R cells, DiscoveRx beta-arrestin luminescence, antagonist mode; active compounds read low; max response, negative = inhibition, %; hit rate 2.5% among 360,000; AID 652054; in the data active means max response below about -50%; inconclusive means no clear call, values can overlap the other calls; further: on the % scale 0 is the no-effect control and ±100 the full control effect; mostly tested at two doses, the higher about 12 µM
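Cells plated overnight at 1500 cells/well, then exposed to library compounds with dopamine controls for 90 minutes at 37 degrees C. DiscoveRx reagent added for 30–60 minutes at room temperature; luminescence read, quantitative HTS format.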
WRN inhibitor: inhibitors of human WRN helicase; AID 651768; hit rate 0.46% among 360,000; Potency, µM (titrated, usually from 114 µM), for the others: at the highest dose activity change, negative = inhibition, hits mostly inhibitors; WRN helicase unwinding, fluorescent forked duplex, kinetic; further: potency means the concentration at half of the fitted maximal effect; on the % scale 0 is the no-effect control and ±100 the full control effect; nearly all actives have a fitted effect of over 55% in size
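Fluorescence dequenching readout, ex 525 nm/em 598 nm, kinetic mode: forked duplex DNA (100 nM final) with adjacent fluorophore and quencher unwound by WRN (20 nM final) with 2 mM ATP. Compound preincubation 15 min, room temperature.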
PLK1 PBD block: inhibitors of human PLK1 polo-box domain binding; P53350; Plk1 PBD binding of FITC phosphopeptide, fluorescence polarization; Potency, µM, for the others: max response, negative = inhibition, actives largely listed as inhibitors; hit rate 2.8% among 360,000; further: potency means the concentration at half of the fitted maximal effect; series mostly up to about 57 µM; on the % scale 0 is the no-effect control and ±100 the full control effect; nearly all actives have a fitted effect of over 65% in size
Target sequence (P53350 whole entry, looked up, the tested form may be a part): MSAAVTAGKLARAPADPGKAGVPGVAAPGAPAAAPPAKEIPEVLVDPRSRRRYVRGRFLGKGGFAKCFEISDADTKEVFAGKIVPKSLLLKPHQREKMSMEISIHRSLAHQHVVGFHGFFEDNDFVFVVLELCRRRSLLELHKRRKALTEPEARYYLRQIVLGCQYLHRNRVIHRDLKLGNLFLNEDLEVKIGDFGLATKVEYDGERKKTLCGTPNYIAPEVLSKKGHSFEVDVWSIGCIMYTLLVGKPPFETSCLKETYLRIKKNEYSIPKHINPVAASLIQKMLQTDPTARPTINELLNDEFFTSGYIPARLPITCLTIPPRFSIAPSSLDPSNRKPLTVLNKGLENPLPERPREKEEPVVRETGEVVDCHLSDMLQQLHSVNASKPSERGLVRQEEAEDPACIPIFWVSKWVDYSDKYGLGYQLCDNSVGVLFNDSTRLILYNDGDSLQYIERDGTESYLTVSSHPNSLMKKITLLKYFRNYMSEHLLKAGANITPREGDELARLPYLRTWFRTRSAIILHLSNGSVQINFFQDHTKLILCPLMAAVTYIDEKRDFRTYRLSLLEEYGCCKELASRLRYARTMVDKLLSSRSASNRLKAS
PI5P4K alpha inh: PI5P4K alpha (human) kinase inhibition. P48426. PI5P4Kalpha enzyme, ADP-Glo luminescence, 60 min; active compounds read low. max response, %. hit rate 1.2% among 330,000. AID 652105; active means max response of -50% or lower; inconclusive means between -30% and -50%; inactive means -30% or higher; further: value at the top dose of about 77 µM; on the % scale 0 is the no-effect control and ±100 the full control effect
Target sequence (P48426 whole entry, looked up): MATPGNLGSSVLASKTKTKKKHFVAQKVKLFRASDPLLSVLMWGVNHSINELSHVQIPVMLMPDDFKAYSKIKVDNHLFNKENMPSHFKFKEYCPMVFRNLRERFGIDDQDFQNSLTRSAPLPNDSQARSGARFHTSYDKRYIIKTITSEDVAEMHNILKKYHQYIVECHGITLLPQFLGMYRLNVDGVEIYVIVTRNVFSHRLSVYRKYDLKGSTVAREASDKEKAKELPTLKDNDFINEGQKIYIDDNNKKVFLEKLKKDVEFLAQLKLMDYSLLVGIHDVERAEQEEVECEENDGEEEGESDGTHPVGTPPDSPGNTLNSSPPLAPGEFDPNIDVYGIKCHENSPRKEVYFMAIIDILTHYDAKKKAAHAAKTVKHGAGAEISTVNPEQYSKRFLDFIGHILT
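Luminescence from ADP-Glo served as readout of PI5P4Kalpha activity in a qHTS format. Reaction: enzyme, substrate, compound, ATP at 5 microM final, 60 min at RT.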
HEK293 tox: cytotoxicity in counter-screen for GLP-1R inverse agonists. HEK293 cAMP-luciferase reporter cells, luminescence, 24 h. Potency, µM (doses to about 38.3 µM), without a hit: at the highest dose activity change, negative = inhibition, actives largely listed as inhibitors. hit rate 0.13% among 410,000. AID 624418;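 further: loss of luciferase light is scored as toxicity; potency means the concentration at half of the fitted maximal effect; on the % scale 0 is the no-effect control and ±100 the full control effect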
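Here, cytotoxicity is scored as loss of luminescence. The MLSMR collection was tested on cells seeded in medium containing 10% Nu serum, with a 24 hr compound exposure preceded by 12 hours of culture.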
GLP1R ag: GLP-1 receptor (human) agonism; P43220; HEK293 GLP-1R CRE-luciferase, luminescence, 4-6 h; cells express a hypersensitive GLP-1R form; Potency, µM (top dose mostly 45.6 µM), without a hit: top-dose activation, actives largely listed as activators; hit rate 0.007% among 380,000; further: potency means the concentration at half of the fitted maximal effect; % of control where 0% means no effect
GLP-1R inv ag: acts as inverse agonist at human GLP-1 receptor | HEK293 GLP-1R CRE-luciferase, luminescence, 24 h; GLP-1R form is constitutively active | Potency, µM (top dose mostly 38.3 µM), inactives show at the highest dose activity change, negative = inhibition, usual class: inhibitors | hit rate 1.6% among 410,000; further: potency means the concentration at half of the fitted maximal effect; on the % scale 0 is the no-effect control and ±100 the full control effect; nearly all actives have a fitted effect of over 55% in size
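Seeding at 200 cells/uL, 12 h culture, 24 hr compound treatment, then luciferase reagent and a luminescence read; cells are HEK293 stably expressing a constitutively active GLP-1R plus cAMP-responsive luciferase.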
* hit, by the source's call; ? = inconclusive; · = no result given; & = joins results of further samples; ! = repeats disagree; [ ] = remark or other dose. Unless noted, the call rests on the fitted dose curve; in most records, active means well fitted curve in the direction sought with a large enough effect; inconclusive means small, poorly fitted or top-dose-only effect, or another doubt; inactive means no such curve, though single readings can be large; an effect the other way counts as inactive or inconclusive. Not a hit list. About 7.8% of those tested had a hit in this group.

SMILES	DRD3 agonist	IL-2 act	DRD3 antagonist	WRN inhibitor	PLK1 PBD block	PI5P4K alpha inh	HEK293 tox	GLP1R ag	GLP-1R inv ag
OCC1(CO)COC(c2ccccc2)=N1	8	0.2	-1	-3%	-4%	8	0%	6%	5%
Cc1[nH]c(C)c(S(=O)(=O)NCc2ccc(Cl)cc2)c1C(=O)N1CCCC1	-19	-0.7	-11	4%	2%	1	-6%	3%	0%
O=C(CCS(=O)(=O)c1cccc2nonc12)N1CCCc2ccccc21	7	3.9	10	-5%	-14%	10	-15%	-1%	-3%
CC(C)c1cc(C(=O)OCC(=O)NC2CC2)c(O)c(C(C)C)c1	5	-1.0	0	0%	-3%	19	-5%	8%	?
CCOC(=O)c1c(C)nc2sccn12	5	-2.6	11	4%	0%	·	2%	15%	4%
C/C(CC(=O)Nc1cccc(C(F)(F)F)c1)=N\NC(=O)C(=O)NCC(C)C	-1	0.3	-6	-23%	-7%	5	0%	3%	-50%
CCOc1cc(C(=O)Nc2nnc(C)s2)cc(OCC)c1OCC	2	-2.3	3	-4%	-1%	0	6%	0%	5%
CCn1ncc(C(=O)Nc2ccc(S(=O)(=O)N3CCCC3)cc2)c1C	-9	0.4	-15	-4%	-1%	-23	-7%	0%	10%
CCOC(=O)C1CCN(C(=O)CNC(=O)c2nn(-c3ccc(OC)cc3)c(=O)c3ccccc23)CC1	3	-0.7	26	-3%	4%	9	-19%	7%	-20%
CCOC(=O)N1CCC(NC(=O)CN2C(=O)CCSc3ccccc32)CC1	3	-1.6	18	4%	-2%	-5	5%	-1%	28%
Cc1cccc2nc(CNc3ccc(F)cc3)cn12	-5	-0.4	?	0%	-3%	-10	8%	3%	1%
O=C(NCc1ccc(F)cc1)c1noc2c1CCCC2	-5	-2.1	15	-6%	-9%	·	-8%	5%	-8%
Cc1[nH]c2ccccc2c1C(=O)CSc1nnc(C2CC2)o1	1	-0.7	11	3%	2%	-2	-7%	-1%	0%
CCN(CC)C(=O)CSc1nnc(-c2ccco2)n1Cc1ccco1	18	-1.2	13	-10%	-4%	·	2%	-4%	-7%
CC(C)CN(CC(C)C)c1nc(N)c(C#N)c(CC#N)c1C#N	-2	0.8	?	-19%	-9%	-16	-10%	3%	?
CNC(=O)CSc1nnc(-c2ccco2)n1-c1ccccc1OC	-8	1.4	18	-2%	-14%	·	-5%	-15%	4%
O=C1C=CN(C2OC(CO)C(O)C2O)C(=O)C1 (stereo not given)	4	-1.6	6	10%	1%	-22	2%	-5%	-29%
CCOc1ccc(-c2nc(C#N)c(N3CCN(Cc4ccccc4)CC3)o2)cc1	-5	0.1	-2	-6%	-1%	2	20%	5%	-28%
C=CCSc1nn2c(=O)c3ccccc3nc2s1	-1	-0.4	2	-4%	-8%	0	4%	0%	0%
COc1cc(-c2ccc(NC(=O)CN3CCC(C)CC3)c(OC)c2)ccc1NC(=O)CN1CCC(C)CC1	3	-0.7	6	1%	0%	-2	-4%	1%	7%

The final 3 compounds of the section above are carried over, then new ones follow.
SMILES	DRD3 agonist	IL-2 act	DRD3 antagonist	WRN inhibitor	PLK1 PBD block	PI5P4K alpha inh	HEK293 tox	GLP1R ag	GLP-1R inv ag
CCOc1ccc(-c2nc(C#N)c(N3CCN(Cc4ccccc4)CC3)o2)cc1	-5	0.1	-2	-6%	-1%	2	20%	5%	-28%
C=CCSc1nn2c(=O)c3ccccc3nc2s1	-1	-0.4	2	-4%	-8%	0	4%	0%	0%
COc1cc(-c2ccc(NC(=O)CN3CCC(C)CC3)c(OC)c2)ccc1NC(=O)CN1CCC(C)CC1	3	-0.7	6	1%	0%	-2	-4%	1%	7%
Cn1nnnc1SCC(=O)c1c(N)n(C)c(=O)n(C)c1=O	9	1.1	20	-1%	1%	0	-4%	-2%	5%
COc1cc(/C=C2/C(=O)N(c3ccc(C(=O)O)cc3)N=C2C)cc(OC)c1O	6	0.2	5	-4%[11.6 µM]	40%[activator]	-15	-11%	-2%	5%
CCOC(=O)Cn1nnc(-c2cccc(OC)c2)n1	2	-1.4	13	-5%	-8%	·	-2%	-3%	3%
COc1ccc(-c2cc3ncc(C(C)=O)c(C)n3n2)cc1	0	-0.2	-7	0%	-2%	0	1%	-1%	18%
O=C(O)c1ccccc1Nc1cccc(C(F)(F)F)c1	-24&-3	2.9	-25	1%	-8%	-9	5%	-3%&-1%	-10%
O=C(Nc1ccc(NC(=O)c2ccccc2)nc1)c1ccncc1	1	-0.2	10	-2%	17µM*	-12	-12%	-2%	2%
NC(=S)NNc1c(F)c(F)c(F)c(F)c1F	6	-0.7	-1	-3%	27µM*	-54*	-1%	2%	19%
CC(C)NC(=O)c1cc2c(C(F)(F)F)nn(C)c2s1	3	-0.4	17	-7%	0%	4	1%	5%	18%
C/C(=N\NC(=S)NCc1ccccc1)c1ccc(Cl)cc1	-2	3.1	-10	-5%	-23%	19	-12%	0%	?
COc1ccc(C2=CC(=O)C[C@H](c3ccc(F)cc3)C2)c(F)c1F	13	-0.3	5	2%	2%	8	8%	4%	?
CC(=O)NC(NC(=S)Nc1ccc(C)cc1C)C(Cl)(Cl)Cl (stereo not given)	-4	1.3	13	1%	?	4	-2%	0%	?
Cn1c(-c2ccc(F)cc2)cnc1SCC(=O)Nc1ccccc1	-11	0.8	-6	-4%	-1%	12	14%	8%	?
Nc1c(N(C(=O)Nc2ccc(Cl)c(Cl)c2)C2CCCC2)c(=O)[nH]c(=O)n1Cc1ccccc1	-17	-4.7	4	-29%	-9%	-2	-7%	-2%	0%
COC(=O)c1ccccc1NC(=O)Cn1c(CCC(=O)O)ccc1-c1cccs1	1&0	1.7	11	-11%	-4%	·	-2%&4%	-5%	-18%&5%
COCCn1c(SCC(=O)Nc2ccccc2OC)nc2ccccc2c1=O	13	-0.1	16	-5%	-8%	1	-2%	18%	13%
C=CCn1c(NC(=O)c2ccc(C)cc2)c(C#N)sc1=N	8	0.1	59	6%	3%	-1	34%[activator]	0%	62%[activator]
CCS(=O)(=O)c1ccc(O)c(NC(=O)CC2(CC(=O)O)CCCC2)c1	-22	-4.2	?	-4%	-2%	0	22%	1%	39%[activator]
Cc1ccc(SCc2cc(=O)[nH]c(/N=C(\N)Nc3ccc(C)c(C)c3)n2)cc1	11	-4.0	8	-4%	-7%	·	-2%	-10%	0%
Cc1ccc(C)c(N2N=C(C(=O)Nc3ccc(N4CCOCC4)cc3)CCC2=O)c1	2	-0.1	0	-4%	-14%	-5	-7%	7%	-28%
O=C(Nc1ccc(Cl)c(Cl)c1)N(CCCN1CCOCC1)Cc1cccnc1	-36	1.7	-4	-2%	-7%	1	-1%	13%	-18%
CCn1c(=O)c2cc(C(=O)N(CCCOC(C)C)Cc3ccco3)sc2c2ccccc21	5	·	·	·	·	·	4%	0%	?
COc1ccc(NC(=O)CN2C(=O)NC(C)(c3ccccc3)C2=O)c(OC)c1 (stereo not given)	0	-0.3	-2	7%	-3%	-4	-3%	3%	14%
Cc1ccc(C)c(NC(=S)N2CCCCC2CO)c1 (stereo not given)	4	-0.4	14	5%	4%	-5	-14%	-5%	8%
CC(C)(C)OC(=O)C[C@H]1C/C=C\C[C@@H](CC(=O)N(CCO)Cc2ccccc2)C(=O)N2CCC[C@H]2COC1=O	18	-0.8	-3	3%	-5%	1	11%	-3%	-15%
CC(=O)NC(Cc1c[nH]c2ccccc12)C(=O)N1CCN(S(=O)(=O)c2ccccc2)CC1 (stereo not given)	1	-1.4	4	8%	6%	-5	-10%	-19%	-2%
Cc1ccc(NC(=O)CN(C)C(=O)c2cccc(-n3cccc3)c2)cc1	-23	-3.1	-2	35µM*	?	-101*	8%	-22%	?
O=C1NC[C@H](CCCCN2C[C@H](Cc3ccc(O)cc3)N(CCC3CCCCC3)C(=O)C2=O)N(CCc2ccc(O)cc2)C1=O	6	3.9	0	-5%	-10%	-2	3%	1%	7%
Cc1ccc(S(=O)(=O)NCCNC(=O)C2CCCNC2=O)cc1 (stereo not given)	4	-0.8	6	-3%[57.1 µM]	-3%	1	-13%	-8%	0%
CN(C)CCCN(C(=O)C1=COCCO1)c1nc2ccc(Br)cc2s1	-12	-4.9	-15	8%	0%	-2	?	0%	2µM*
C[C@]12CCC(=O)C[C@@H]1CC[C@@H]1[C@@H]2CC[C@]2(C)C=CC[C@@H]12	35*!	0.2	19	2%	-1%	7	6%	-2%&-4%	3%
CCOC(=O)Cn1cnc2c(nnn2Cc2ccc(Cl)cc2)c1=O	-4	-1.3	22	-9%	-11%	·	4%	4%	3%
Cc1cc(C(=O)CSc2nnc(CCC(N)=O)n2C)c(C)n1C1CC1	-13	-2.7	-15	-1%	-8%	8	4%	2%	6%
CC(=O)Nc1ccc(NC(=O)CC(c2ccccc2)c2ccccc2)cc1	-10	1.8	-11	-27%	-10%	0	17%	-3%	-27%
CCOC(=O)C1=CCN(S(=O)(=O)c2ccc(C)cc2)C1c1cccs1 (stereo not given)	6	-0.4	-6	-12%	4%	5	-1%	-4%	?
CN(C)CCCN=C(NO)c1ccc(Cl)cc1Cl	-3	-0.4	-12	-4%	1%	0	4%	6%	4%
CCCC(C(=O)Nc1ccc(S(=O)(=O)N2CCOCC2)cc1)c1ccccc1 (stereo not given)	0	5.3	-8	-3%	-10%	11	-25%	-7%	?
CN(C(=O)c1ccc(=O)[nH]c1)C1(C(=O)NC2CCCCC2)CCCCC1	-1	-1.0	0	0%	-3%	1	-3%	-4%	-17%
O=C(c1ccc(F)cc1)N1CCN(Cc2ccccc2Br)CC1	1	-2.1	?	-1%	-2%	2	56%[activator]	6%	?
O=C(COC(=O)c1n[nH]c2ccccc12)NC(=O)NC12CC3CC(CC(C3)C1)C2	6	4.3	11	-11%	2%	3	-8%	-9%	7%
COc1ccc(-c2csc(Nc3ccc(Oc4ccccc4)cc3)n2)cc1	19	-0.5	33	-7%	-2%	3	-1%	-2%	?
